Assay outcomes: PubChem BioAssay, several laboratories
bCat nuc transl – modulators of beta-catenin nuclear translocation, primary screen, imaging, HeLa cells, immunofluorescence, high-content; hit rate 0.3% among 190,000; nuclear translocation activity, % at 5 µM;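 active means nuclear translocation activity above 50% at 5 µM, with a well cell count of 50 or more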;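 further: per-cell ratio of nuclear to cytoplasmic median beta-catenin stain intensity; plate controls were DMSO negative control for no effect and GSK-3 inhibitor IX positive control for full effect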
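Read-out: Nuclear/cytoplasmic beta-catenin signal ratio, % activation | Assay system: Human HeLa cell line | Times: 24 h compound exposure at 37°C, 5% CO2 | Signal: Fluorescence imaging of beta-catenin antibody stain plus DAPI | Dosing: 5 µM primary, 0.02–20 µM confirmation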
WT yeast gro inh – growth inhibition of WT strain, primary screen, mitochondrial fusion inhibitor project, WT and mutant strains, chemical genetic; inhibition, % at 10 µM; AID 1362, 2008; hit rate 2.1% among 190,000; mitochondrial fusion phenotypic screen; in the data active means inhibition above about 58%; tested in S. cerevisiae
MT stabilizer – microtubule stabilizers in HeLa cells, primary screen, imaging, high-content imaging; % tubulin-high responders, % at 10 µM; HeLa tubulin immunostaining HCS, 24 h; share of cells brighter than vehicle mean+2SD; hit rate 0.83% among 200,000; AID 2205, 2009;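 active means plate Z-score above 3 for both tubulin-high and condensed-nucleus cell shares, with cell loss under 80%, at 10 µM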;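 further: anti alpha tubulin signal scored within the nucleus-defined area of each cell; some results filed as inactive read as strong as hits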
Autophagy HCS – autophagy modulators in MEF cells, primary screen, imaging, high-content, MEF GFP-LC3. MEF GFP-LC3 puncta imaging; test concentration mostly 10 µM. calls only at 10 µM (by protocol). hit rate 0.98% among 190,000. AID 463193, 2010;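 active means percentage of spot-positive cells more than 3 SD above its plate mean, without a fluorescence outlier flag or 80% toxicity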;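 further: spot-positive cell cutoff set from DMSO-treated cells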
HIV fusion peptide – inhibitors of HIV fusion peptide binding, primary screen, biochemical, uHTS, fluorescence dequenching (AID 1986) | cell-free peptide binding, fluorescence dequenching, 30 min; higher % means a stronger effect | inhibition, % at 20 µM, or IC50 in µM where a hit was titrated | hit rate 0.3% among 290,000; in the data active means inhibition mostly above about 52%, no sharp cut-off; inactive means mostly below about 76%; further: some results filed as inactive read as strong as hits
Insulin prom up – insulin promoter activators in MIN6 cells, imaging, high-content screening, mouse beta cells; MIN6 insulin promoter-GFP reporter; active compounds read high; z-score at 5 µM; hit rate 0.3% among 190,000;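 active means z-score above 3 at 5 µM with at least 500 cells counted in the well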
Yfh1-off respiration – enhancers of respiration in Yfh1-depleted yeast, dose response, Friedreich's ataxia, plus single-dose screen (AID 1465) | S. cerevisiae Yfh1-off respiration, WST-1 reduction, 72 h; higher fold induction means a stronger effect | one-dose fold induction at 50 µM; EC50 in µM for titrated hits | hit rate 0.074% among 220,000;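 active means fold induction of absorbance versus untreated yeast above a set limit, then at least 30% activation at any dose in follow-up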;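 further: activators that raise dye reduction in frataxin-depleted yeast; strong numbers were not always called active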
Dynein cargo inh – inhibitors of GR-EGFP nuclear translocation, primary screen, dynein cargo transport inhibitor project, imaging, high-content, 3617.4 mouse cells; AID 1381, 2008; hit rate 0.47% among 220,000; z-score, hits read low; test concentration mostly 20 µM; stimulated with dexamethasone, 1 µM; active compounds read low;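 active means plate z-score of nuclear minus cytoplasmic receptor signal below a set negative limit, without overly bright fluorescence or cell loss, cut at about -3.5 in these data, passing the limit was not always enough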;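 further: z-score of nuclear minus cytoplasmic ring GR-EGFP intensity difference per well; some compounds called inactive have numbers as strong as hits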
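Buffer or medium: tetracycline-free induction medium containing charcoal-stripped FBS / Reagent: dexamethasone agonist, 1.0 µM final, for 30 min / Technique: automated 10x imaging of fixed Hoechst-stained cells / Times: induction 48 h, compound 1 h, agonist 30 min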
AID2073 – inhibitors of Mint1-CaV2.2 protein interaction, biochemical, HTRF (AID 2073); inhibition, % at 20 µM; hits with a dose series show IC50 in µM; Voltage-dependent N-type calcium channel subunit alpha-1B (Homo sapiens); hit rate 0.19% among 290,000; HTRF protein-protein interaction, Mint1-CaV2.2; higher % means a stronger effect; in the data active means inhibition mostly above about 51%, no sharp cut-off; further: some results filed as inactive read as strong as hits
WT yeast gro inh mutant strain – also measured in WT yeast gro inh; calls as there; inhibition, %; mitochondrial fusion phenotypic screen, mutant strain inhibition
Dynein cargo inh cytoplasmic EGFP – further read-out of Dynein cargo inh, marked with its call; z-score; measured here: cytoplasmic GR-EGFP intensity; active compounds read high
Dynein cargo inh nuclear GR-EGFP – recorded beside Dynein cargo inh, whose call it bears; z-score; measured here: nuclear GR-EGFP intensity;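 lower value marks the stronger effect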
Dynein cargo inh cell count – second read-out of Dynein cargo inh, no call of its own (marks repeat the call); z-score; measured here: cell count per field
Insulin prom up cell count – recorded beside Insulin prom up, whose call it bears; cell count; measured here: cytotoxicity, nuclei count;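 total cells summed across four imaged fields per well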
bCat nuc transl cell count 5 µM – further read-out of bCat nuc transl, marked with its call; cell count; measured here: cell count, cytotoxicity flag
MT stabilizer Hoechst-high % – second read-out of MT stabilizer, no call of its own (marks repeat the call); % Hoechst-high responders; measured here: nuclear condensation Hoechst responders;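 share of cells brighter than vehicle mean plus two SD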
MT stabilizer cytotoxicity % – second read-out of MT stabilizer, no call of its own (marks repeat the call); toxicity, %; measured here: cytotoxicity by cell density;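 0% = mean cell density of plate MIN control wells and 100% = no cells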
Autophagy HCS cell loss 18 h – second read-out of Autophagy HCS, no call of its own (marks repeat the call); toxicity, %; measured here: cell loss, nuclei count;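 cell loss after 18 h compound exposure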
Numbers without * were called inactive; i = inactive; / = no result given.

Values run as follows: bCat nuc transl	bCat nuc transl cell count 5 µM	WT yeast gro inh	WT yeast gro inh mutant strain	MT stabilizer	MT stabilizer Hoechst-high %	MT stabilizer cytotoxicity %	Autophagy HCS	Autophagy HCS cell loss 18 h	HIV fusion peptide	Insulin prom up	Insulin prom up cell count	Yfh1-off respiration	Dynein cargo inh	Dynein cargo inh cytoplasmic EGFP	Dynein cargo inh nuclear GR-EGFP	Dynein cargo inh cell count	AID2073
OC(COc1c(Cl)cc(Cl)cc1Cl)CN1CCCCC1 (stereo not drawn)
    -5.7	1013	-3.0	0.6	3.1	2.5	6.4	i	2.0	0.5%	-0.88	1159	i	-1.25	-0.399	-0.71	1.17	5.7%
COc1ccc(C(=O)[C@H]2[C@H]3C(=O)N(c4ccc(OC(C)=O)cc4)C(=O)[C@H]3C3C=CC=NN32)cc1 (stereo partly drawn)
    -0.7	1316	/	/	/	/	/	/	/	3.0%	0.42	965	i	-0.616	-0.223	0.115	0.793	21.4%
Cc1cc(C(=O)Nc2cccc3cccnc23)ccc1[N+](=O)[O-]
    -1.1	1037	-28.8	-8.3	4.4	2.0	8.4	i	-4.2	-1.1%	-0.9	1366	i	1.16	0.0293	1.65	-1.08	14.4%
CN(c1ccccc1C(=O)Nc1cccc(C(F)(F)F)c1)S(C)(=O)=O
    /	/	1.0	-35.8	3.5	1.7	6.6	i	-5.8	-1.5%	-0.09	1215	i	0.0499	-0.235	0.0774	1.23	3.0%
Cc1ccccc1NC(=O)c1c(Cl)nc(C)c(Cl)c1C
    -1.5	1118	-0.8	7.2	2.8	3.0	3.5	i	9.5	-0.7%	/	/	i	-0.127	-0.242	-0.0182	0.17	0.8%
CNC(=S)Nc1ccc([N+](=O)[O-])c(C)c1
    -3.1	1049	27.4	0.7	3.4	0.8	0.1	i	-8.0	-1.3%	-0.63	1477	i	1.31	-0.209	1.01	-1.18	41.5%
Cc1ccc(N(C(=O)C2CCCC2)C2C=CS(=O)(=O)C2)cc1C (stereo not drawn)
    /	/	-3.6	12.5	4.1	1.5	7.0	i	1.6	1.4%	-0.08	1072	i	-1.3	-0.208	-0.142	0.875	-11.4%
C=CCn1c(SCC(=O)c2cccs2)nnc1-c1cccc(OC)c1
    /	/	-18.4	-5.5	5.3	2.4	7.7	i	-7.9	-1.3%	0.69	1255	i	-0.218	-0.146	0.0921	-0.234	-26.2%
Cc1nn(Cc2c(Cl)cccc2Cl)c(C)c1NC(=O)c1cnn2c(C(F)F)cc(-c3ccccc3)nc12
    0.4	1430	5.7	7.2	9.2	2.8	3.0	i	43.9	-3.1%	-0.8	902	/	0.355	-0.113	0.725	-0.011	10.9%
Oc1ccc(-c2n[nH]c(C(F)(F)F)c2-c2ccccc2)c(O)c1
    2.0	1067	-17.2	-6.2	1.3	2.6	2.0	i	22.3	0.1%	-3.94	588	i	-0.66	-0.315	-0.254	0.564	22.2%
O=C(Cc1c(F)cccc1Cl)NC1=NCCS1
    -0.5	1092	3.6	4.6	5.4	1.6	7.2	i	8.9	-1.5%	-0.4	1264	i	-0.6	-0.334	-0.356	0.307	0.9%
CCCCC(CC)CNC(=O)Cn1c(=S)[nH]c2ncccc2c1=O (stereo not drawn)
    -5.1	1053	-20.1	-3.2	2.8	2.3	11.1	i	22.5	0.7%	-0.76	1637	i	-0.87	-0.24	-0.594	0.744	-0.6%
Cc1cc(NC(=O)CN2C(=O)NC3(CCCCC3)C2=O)no1
    0.0	1012	-2.3	14.1	2.9	1.5	3.8	i	-14.6	1.8%	-0.23	1279	i	0.615	-0.212	0.456	-0.766	-5.4%
COc1ccc(NC(=O)CSc2nc(C)c3c(c2C#N)CCCC3)cc1
    -2.1	1383	1.8	4.8	1.6	1.7	1.9	i	-0.1	-1.4%	-0.06	1584	i	-0.917	-0.0424	-0.223	0.557	-3.2%
Cn1c(C(=O)OC(C(=O)NC2CCCCC2)c2cccnc2)cc2sccc21 (stereo not drawn)
    -7.9	1139	0.3	5.5	3.6	2.8	4.7	i	-1.4	-1.6%	0.99	710	i	0.708	0.147	0.521	0.588	0.5%
CC(=O)Nc1scc(-c2ccccc2)[n+]1-c1ccc(C)cc1
    -0.6	1085	24.6	1.4	2.6	3.2	5.0	i	-9.4	-2.1%	0.03	1306	i	-0.459	-0.27	-0.284	0.211	-15.6%
CCN(CC)S(=O)(=O)c1ccc(Oc2cccc(C(C)=O)c2)nc1
    -1.3	750	-17.6	9.1	2.6	0.8	4.9	i	-47.1	-1.8%	-0.72	1102	i	0.0218	-0.245	-0.101	-0.0471	7.1%
O=C(COC(=O)c1cccc(C(=O)OCC(=O)NC2CCCCC2)n1)NC1CCCCC1
    -2.0	906	10.6	17.7	2.4	1.6	6.3	i	7.9	0.9%	/	/	i	0.228	-0.191	0.225	0.293	1.8%
CCN(CC)CCNC(=O)Cn1cnc2sc(C)c(S(=O)(=O)N3CCN(c4ncccn4)CC3)c2c1=O
    -1.2	1058	-1.6	-3.3	3.8	2.0	7.2	i	-7.7	1.4%	0.46	1325	i	0.559	-0.317	0.0763	-0.653	-4.4%
Cn1c(Cc2ccccc2)nnc1SCC(=O)Nc1ccccc1
    1.0	1527	11.3	4.7	3.6	1.1	1.6	i	-3.3	-1.2%	0.32	1545	i	2.23	0.206	1.87	-2.73	1.0%
COc1ccccc1OC(=O)C1CC(=O)N(c2ccc(Cl)cc2)C1 (stereo not drawn)
    /	/	1.7	3.9	1.7	1.9	0.2	i	-5.7	0.0%	1.12	1298	i	-0.917	0.053	-0.485	-0.338	-7.4%
COc1ccc(OC)c2[nH]c(C(=O)O)cc12
    3.0	527	-29.6	6.8	3.0	2.7	2.8	i	-3.1	-1.0%	/	/	i	-0.358	-0.228	-0.675	2.32	15.5%
Oc1ccc2ccccc2c1C=NC12CN3CCN(CN(C3)C1)C2
    /	/	6.3	1.5	6.2	3.5	6.9	i	-1.5	6.8%	/	/	i	-0.264	-0.258	-0.0297	0.145	-6.6%
CNC(=O)NC(=O)CSc1nnc(C(F)(F)F)n1C
    -4.8	1238	-17.0	12.3	2.1	1.6	7.0	i	-2.7	0.0%	-0.53	880	i	-0.701	-0.374	-0.423	0.757	-0.4%
NC(Cc1ccc2nonc2c1)C(=O)O (stereo not drawn)
    -1.0	1204	-2.0	2.2	4.0	2.5	1.9	i	38.1	-1.7%	0.74	1165	i	-0.198	-0.0994	-0.13	0.626	0.0%
CCOc1ccc(N2C(=O)CN(O)C=C3N=c4ccccc4=C32)cc1
    -2.3	1073	13.3	9.3	3.6	1.4	5.8	i	-4.6	-2.2%	0.46	1107	i	3.19	-0.00578	2.12	-1.54	1.4%
CCN(C(=O)C1CCCN1S(=O)(=O)c1cccc2nsnc12)c1ccccc1 (stereo not drawn)
    0.8	1325	/	/	/	/	/	/	/	0.2%	-0.87	1120	i	0.0595	-0.27	0.482	0.892	-8.0%
CCNc1nc2ccccc2[nH]1
    -4.0	1127	-45.3	-36.4	1.3	1.3	1.8	i	4.0	-1.2%	0.3	768	i	-0.515	0.107	-0.347	0.558	-26.0%
Cc1ccn(CC(C)C(=O)O)n1 (stereo not drawn)
    3.8	908	-7.9	-11.2	1.7	2.8	7.9	i	-6.5	-1.6%	1.44	1535	i	-1.04	-0.00654	-0.211	0.965	-9.1%
CN1C(=O)NC(NC(=O)C2CCCCC2)(C(F)(F)F)C1=O (stereo not drawn)
    0.0	1015	-16.8	-3.1	1.8	1.5	2.1	i	-3.6	0.1%	0.43	1253	i	-1.09	-0.254	-0.512	0.58	-9.1%

Full records as entered above. Order of screens: bCat nuc transl	bCat nuc transl cell count 5 µM	WT yeast gro inh	WT yeast gro inh mutant strain	MT stabilizer	MT stabilizer Hoechst-high %	MT stabilizer cytotoxicity %	Autophagy HCS	Autophagy HCS cell loss 18 h	HIV fusion peptide	Insulin prom up	Insulin prom up cell count	Yfh1-off respiration	Dynein cargo inh	Dynein cargo inh cytoplasmic EGFP	Dynein cargo inh nuclear GR-EGFP	Dynein cargo inh cell count	AID2073
Results for `Cc1ccccc1NC(=O)c1c(Cl)nc(C)c(Cl)c1C` → -1.5	1118	-0.8	7.2	2.8	3.0	3.5	i	9.5	-0.7%	/	/	i	-0.127	-0.242	-0.0182	0.17	0.8%
Results for `O=C(COC(=O)c1cccc(C(=O)OCC(=O)NC2CCCCC2)n1)NC1CCCCC1` → -2.0	906	10.6	17.7	2.4	1.6	6.3	i	7.9	0.9%	/	/	i	0.228	-0.191	0.225	0.293	1.8%
